ADAM17 inh = inhibits human ADAM17. AID 720648. recombinant ADAM17, EDANS/DABCYL FRET peptide cleavage. 370,000 compounds, 0.83% hits. inhibition, % at 6.95 µM;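 active = inhibition above the mean of compounds lying between control limits plus 3 SD, set per campaign, cut at about 8.5% in these data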;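 also: 0% = DMSO-only wells as the low control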
DDE Tn6 FP inh = inhibitors of Tn6 peptide binding to human fibrin DD(E) | P02675 | Fibrin DD(E) TRITC-Tn6 fluorescence polarization displacement | inhibition, % at 8.3 µM | 370,000 compounds, 0.21% hits;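 active = inhibition above a per-campaign cutoff: mean of compounds within control limits plus 3 SD, cut at about 15% in these data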;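 also: 0% = median of all compound wells on the plate and 100% = blocking peptide control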
ADAM10 inh = ADAM10 inhibition, QFRET primary screen | 370,000 compounds, 0.62% hits | O14672 | recombinant ADAM10, EDANS/DABCYL FRET peptide cleavage, 3 h | AID 720582 | inhibition, % at 7 µM;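 active = inhibition above a per-campaign cutoff equal to the mean of compounds falling between control-based bounds plus 3 SD, cut at about 20% in these data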;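 also: 0% = DMSO wells while the 100% control is not disclosed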
Target sequence (O14672 214-748 limits assumed): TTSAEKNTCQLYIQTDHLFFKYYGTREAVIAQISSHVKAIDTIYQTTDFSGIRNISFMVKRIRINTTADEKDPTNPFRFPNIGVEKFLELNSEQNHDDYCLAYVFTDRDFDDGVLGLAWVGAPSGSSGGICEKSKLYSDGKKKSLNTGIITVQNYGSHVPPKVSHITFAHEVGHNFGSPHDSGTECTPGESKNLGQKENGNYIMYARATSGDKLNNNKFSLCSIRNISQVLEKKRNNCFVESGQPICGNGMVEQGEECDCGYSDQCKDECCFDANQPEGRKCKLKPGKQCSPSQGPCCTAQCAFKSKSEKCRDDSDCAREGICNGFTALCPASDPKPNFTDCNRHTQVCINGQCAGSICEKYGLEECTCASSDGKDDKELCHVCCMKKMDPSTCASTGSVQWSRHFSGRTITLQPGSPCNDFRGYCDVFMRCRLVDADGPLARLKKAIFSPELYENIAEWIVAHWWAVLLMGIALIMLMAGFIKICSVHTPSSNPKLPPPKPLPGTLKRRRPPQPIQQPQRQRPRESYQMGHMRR
LEDGF integ inh = blocks HIV-1 LEDGF/p75-dependent DNA integration. TR-FRET IN-LEDGF/p75 DNA integration, Eu/Cy5. inhibition, % at 3.7 µM. 370,000 compounds, 0.64% hits. AID 743269;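 active = inhibition above the screen-wide mean plus 3 SD, cut at about 13% in these data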;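 also: signal is the Cy5 over europium emission ratio at 671 and 618 nm; 0% = plate median of compound wells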
ASAP1 GAP inh = inhibitors of human ASAP1 ArfGAP activity. ASAP1-stimulated ARF1 GTP hydrolysis, GDP FP detection. Q9ULH1. 360,000 compounds, 0.19% hits. inhibition, % at 16.5 µM. AID 624377; in the data active = inhibition above about 25%;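 also: 0% = vehicle with enzyme and substrate and 100% = no enzyme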
PLC-gamma1 inh = blocks human PLC-gamma1 enzyme activity; inhibition, % at 12.2 µM; 370,000 compounds, 0.84% hits; AID 720700; P19174; purified PLC-gamma1, fluorogenic substrate, fluorescence; in the data active = inhibition above about 9.5%
DDE Tn7 FP inh = inhibitors of Tn7 peptide binding to human fibrin DD(E); P02675; FP displacement of FITC-Tn7 peptide from fibrin DD(E); 0% = median of compound wells per plate; inhibition, % at 8.3 µM; 370,000 compounds, 0.13% hits; AID 720508;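 active = inhibition above the mean of compounds falling within the control limits plus 3 SD of them, cut at about 14% in these data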;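 also: 0% = plate median of compound wells and 100% = 10 µM Aha-Tn7 peptide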
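Assay system: Fibrin-DD(E) protein isolated from polymerized human fibrin clots; read-out basis: percent inhibition; medium: Tris/NaCl/CaCl2 buffer, pH 7.8; signal: FP measurement; incubation: 10 min plus 3 h, room temperature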
KLK7 zymogen act = proKLK7 (human) activation, primary screen. 370,000 compounds, 0.9% hits. activation, % at 7 µM. purified proKLK7, EDANS-DABCYL substrate fluorescence; 100% is mature enzyme control, 0% vehicle. AID 652039;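 active = activation above the mean of all tested compounds plus 3 SD, computed per campaign excluding outliers beyond control limits, cut at about 13% in these data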
TDP2 inh = blocks human TDP2 phosphodiesterase activity; 370,000 compounds, 0.34% hits; O95551; inhibition, % at 12.8 µM; recombinant TDP2, T5PNP hydrolysis, p-nitrophenol absorbance 415 nm;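 active = inhibition above the mean of all tested compounds plus 3 SD, set per campaign, cut at about 25% in these data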;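 also: 0% = DMSO with enzyme and 100% = buffer with substrate but no TDP2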
Target sequence (O95551 whole entry, looked up): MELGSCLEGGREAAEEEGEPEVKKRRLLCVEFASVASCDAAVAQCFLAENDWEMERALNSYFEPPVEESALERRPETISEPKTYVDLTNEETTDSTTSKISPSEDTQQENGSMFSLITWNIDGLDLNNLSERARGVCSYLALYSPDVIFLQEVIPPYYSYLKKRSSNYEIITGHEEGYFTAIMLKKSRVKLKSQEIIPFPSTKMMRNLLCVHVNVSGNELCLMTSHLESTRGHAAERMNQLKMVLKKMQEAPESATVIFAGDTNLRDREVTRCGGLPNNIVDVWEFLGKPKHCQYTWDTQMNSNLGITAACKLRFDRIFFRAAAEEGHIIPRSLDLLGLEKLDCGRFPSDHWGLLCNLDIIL
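System – recombinant human TDP2 · Quantity – TDP2 enzyme at 120 nM final · Doses – single concentration, 12.8 µM nominal, with 1% DMSO · Incubation – 2 h at 37 °C · Measured by – epi absorbance of p-nitrophenol freed from T5PNP by hydrolysis · Read-out – % inhibition relative to enzyme-containing and enzyme-free wells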
ARFGAP1 inh = inhibitors of rat ARFGAP1. inhibition, % at 16.5 µM. Arfgap1-stimulated ARF1 GTP hydrolysis, GDP FP detection. Q62848. 360,000 compounds, 0.26% hits;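 active = inhibition above a per-plate limit, mean inhibition of low control wells plus 3 SD, cut at about 25% in these data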;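 also: 0% = DMSO wells with enzyme and 100% = wells lacking Arfgap1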
Target sequence (Q62848 1-136 limits assumed): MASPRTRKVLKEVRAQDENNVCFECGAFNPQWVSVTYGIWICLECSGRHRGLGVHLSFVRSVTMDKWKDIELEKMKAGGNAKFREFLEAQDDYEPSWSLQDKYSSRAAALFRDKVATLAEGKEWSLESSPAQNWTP
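Replicates: Single well per compound | Assay system: Truncated rat Arfgap1 GAP domain | Control set: No-Arfgap1 wells (100%) versus DMSO full-reaction wells (0%) | Times: Enzyme reaction 120 min at 25 °C after 20 min preincubation | Reagent: Human ARF1(Δ1-17)-GTP substrate | Measured by: Tracer-displacement fluorescence polarization with EDTA stop, 620/688 nm | Measure: Percent inhibition of Arfgap1-stimulated GTP hydrolysis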
Starred values were filed as active, the others as inactive; i = inactive; x = not tested or not shown.

SMILES	ADAM17 inh	DDE Tn6 FP inh	ADAM10 inh	LEDGF integ inh	ASAP1 GAP inh	PLC-gamma1 inh	DDE Tn7 FP inh	KLK7 zymogen act	TDP2 inh	ARFGAP1 inh
CCOC(=O)N1CCN(C(=O)COC(=O)c2cccc(C)c2[N+](=O)[O-])CC1	-4.0	-4.8	-11.6	3.6	8.7	1.6	-5.5	-0.1	3.1	-2.4
Cc1cccc(NC(=O)c2cccc(N3C(=O)C4C5C=CC(C6CC56)C4C3=O)c2)c1 (stereo not drawn)	2.5	2.3	-0.6	0.6	-8.0	-0.5	3.2	0.8	12.9	-9.1
Cc1ccc(C(NC(=O)Nc2ccccn2)C(Cl)(Cl)Cl)cc1F (stereo not drawn)	-3.7	7.6	0.6	-3.0	12.0	0.4	2.3	0.7	1.9	-1.3
O=C(NCCSCc1ccccc1)c1ccc(F)cc1	2.0	-4.9	7.1	2.5	-11.2	2.0	-2.8	0.1	-9.0	2.4
COc1ccc(C(=O)Nc2ncccc2C)cc1S(=O)(=O)N1CCCc2ccccc21	-5.6	-5.9	-9.2	-3.5	-10.7	-0.2	0.7	-0.5	3.5	-6.0
Cc1ccc(C)c(NC(=S)N2CCN(S(=O)(=O)c3ccccc3)CC2)c1	-1.3	-10.9	-3.9	-1.1	11.1	-0.5	-6.7	0.1	10.3	-1.3
CCn1c(SCC(=O)NNC(=O)c2ccc(OC)cc2)nnc1-c1cccnc1	-1.6	0.2	-4.5	-0.2	0.2	2.7	0.1	0.6	10.0	-2.1
Cc1ccc2c(=O)[nH]c(Cc3ccccc3C(=O)O)nc2c1	-5.0	-3.3	-2.4	-2.8	-1.9	-1.9	-0.1	-0.1	10.1	-4.5
Clc1ccc(OCCCc2nc(-c3cccnc3)no2)c(Cl)c1	-1.9	6.2	5.6	-0.1	15.7	-2.5	1.4	0.6	-3.1	4.4
CC(=O)Oc1ccc(C(=O)O)c(OC(C)=O)c1	-2.1	4.3	1.5	2.0	-3.6	3.5	1.7	0.3	5.0	-4.9
COC(=O)[C@@]1(Cc2ccc(F)cc2)[C@H]2c3cc(C(=O)N(C)C)n(Cc4nc5ccccc5[nH]4)c3C[C@H]2CN1C(=O)c1ccccc1	-25.3	-5.3	-162.1	0.4	3.4	-92.6	-9.1	-0.1	-25.1	-3.4
Cc1ccc(S(=O)(=O)c2c(N)n(Cc3ccco3)c3nc4ccccc4nc23)cc1C	-365.4	-6.0	i	4.2	7.1	-424.0	0.4	-30.7	-8.1	-9.3
CC(C)OC(=O)c1ccccc1C(=O)c1ccc(N)c([N+](=O)[O-])c1	5.9	-4.4	11.1	5.5	-3.8	9.8*	-11.5	0.9	-20.6	-13.7
CC(C)c1ccc(NC(=S)N2CCN(S(=O)(=O)c3ccccc3)CC2)cc1	3.0	-2.6	6.3	2.2	16.5	-1.0	2.7	-0.2	11.4	8.6
Cc1ccc(NC(=O)CSCc2nc3c(nnn3Cc3ccc(F)cc3)c(=O)[nH]2)c(C)c1	-1.8	2.0	5.3	2.3	-8.8	-2.2	-2.6	0.1	-9.4	-0.2
Cc1ccc(NC(=O)c2cncc(Br)c2)nc1	1.8	9.9	-0.1	0.9	22.2	-0.3	5.1	0.2	12.6	-1.6
O=C(O)c1cccc(NC(=O)c2ccccc2)c1	6.1	-5.0	12.9	5.5	-2.6	11.3*	4.8	0.2	-24.2	3.1
COc1ccc(NC(=S)Nc2ncccc2C)c(OC)c1	-2.0	-0.3	-1.7	1.6	-1.0	0.6	1.3	0.2	-4.4	1.8
Cc1cc(C(O)c2ncc(-c3ccccc3F)[nH]2)ccc1F (stereo not drawn)	-2.9	9.4	-11.1	1.5	-10.4	0.0	7.6	-0.3	6.7	-3.8
CN1OC[C@@H]2CN(C(=O)CCc3ccccc3)[C@H](c3ccc(-n4ccnc4)cc3)C[C@@H]21	-1.5	1.8	-7.7	-2.0	5.9	0.6	8.0	0.6	2.4	11.5
COc1ccc2cc(CN(C(=O)Nc3ccccc3)C3CCCC3)c(=O)[nH]c2c1	-7.0	-9.4	-22.9	-2.4	11.1	-0.4	-10.8	0.7	8.8	-6.0
CC(=O)Nc1ccc(S(=O)(=O)NC(C)C(=O)NCCc2ccc(F)cc2)cc1 (stereo not drawn)	-5.9	-9.7	-10.9	3.5	-1.8	-5.4	-0.7	0.0	1.4	-12.1
CC(C)CC(=O)Nc1ccnn1C1CCN(C(=O)c2ccc(Cl)cc2F)CC1	-2.0	5.9	6.1	-0.1	-8.2	2.2	0.0	0.1	9.0	5.3
CCCn1c(C)cc(C(=O)COC(=O)c2cc(=O)[nH]c3ccccc23)c1C	-7.3	-2.8	-22.1	-4.5	-4.4	-8.1	3.7	-0.3	1.9	1.9
COc1ccc(OCC(N)=O)cc1	-6.8	-2.3	-5.5	-1.3	-5.3	-2.4	0.7	-0.5	0.6	5.9
CC(=O)Cc1nsc(NC(=O)c2cc(-c3cccc(C(F)(F)F)c3)oc2C)n1	1.1	-3.5	5.7	4.2	5.6	2.4	-4.8	-0.4	-4.9	-8.0
O=C(CN1CCOCC1)N/N=C/c1c(O)ccc2ccccc12	-2.2	-1.4	-3.8	-2.5	5.0	-6.6	2.8	-0.9	-0.5	6.4
CC(C)CCNC(=O)CCC(=O)NNc1nc2ccccc2c2nc(-c3ccccc3)nn12	-4.1	6.7	-12.2	0.7	-8.0	-0.6	2.9	0.7	2.8	3.4
O=C(COc1ccc(F)c(Cl)c1)Nc1ccc(N2CCOCC2)cc1	1.0	0.5	7.9	2.8	5.1	1.8	8.1	0.2	-6.2	17.4
COC(=O)C1(C(F)(F)F)N=C2Sc3ccccc3N2C(N2CCOCC2)=N1 (stereo not drawn)	1.2	-4.2	-3.7	1.3	-6.7	-2.2	0.6	-0.6	3.4	4.7
O=C(CN1CCN(CN2C(=O)NC3(CCCCCC3)C2=O)CC1)Nc1ccc(F)cc1	-1.5	3.7	-14.1	-7.0	8.4	-1.1	4.9	-0.2	1.6	-8.7
Cn1c(=O)n(C)c2cc(NS(=O)(=O)c3ccc(Cl)s3)ccc21	1.7	-13.5	-2.8	4.5	-8.1	4.1	-9.3	-0.4	8.7	6.9
O=C1OC(c2ccc(F)cc2)=C/C1=C\c1ccc(O)cc1	2.1	1.6	-13.3	1.0	7.6	-1.2	0.3	-0.4	-2.4	-0.5
CCOc1ccccc1C(=O)NC(C(=O)Nc1cccnc1)C(C)C (stereo not drawn)	-0.9	-4.5	-1.6	-2.4	13.6	1.5	0.7	0.2	15.8	-12.1
CC(C)CC(=O)N1CCN(Cc2cccc(Cl)c2)CC1	0.7	0.3	14.3	2.2	-12.7	3.9	-4.5	0.1	0.3	-1.5
CC1(CCc2ccc3c(c2)OCO3)NCCc2c1[nH]c1ccccc21 (stereo not drawn)	3.1	8.7	-0.7	7.1	5.7	4.3	7.0	-0.4	-17.2	-8.2
CC(=O)N1CCN(c2ccnc3cc(Cl)ccc23)CC1	-1.1	-6.8	10.6	2.5	5.6	-1.6	3.8	-0.4	-5.0	4.5
Cc1ccc(OCCN2CCN(c3ncnc4sc(C)c(C)c34)CC2)cc1	-5.0	-6.3	6.0	1.9	-6.2	-2.6	-0.9	1.0	-13.7	12.6
O=C(NC(=S)NCC1CCCO1)C(c1ccccc1)c1ccccc1 (stereo not drawn)	6.2	-3.0	-7.3	0.8	20.1	3.4	-2.8	-0.8	-5.9	5.5
CC1(C)CC(=O)C(=CN2CCN(C(=O)c3ccco3)CC2)C(=O)C1	5.9	0.6	6.5	2.1	-2.1	6.4	-6.2	0.1	-30.4	-6.2
CCOP(=O)(OCC)C(Nc1cccc(C(F)(F)F)c1)c1ccc(Br)cc1 (stereo not drawn)	8.5	-6.2	14.3	0.5	6.2	8.0	0.2	-0.5	-6.9	-4.1
COc1ccccc1/C=C/C(=O)Nc1ccc(S(=O)(=O)Nc2cc(C)nc(C)n2)cc1	-1.7	-0.5	-18.1	2.2	-4.2	-7.3	-6.9	0.3	8.9	1.0
C=CCN(CC#CC1=CCCCC1)Cc1ccccc1	-0.6	9.4	-0.8	6.1	x	0.5	-1.5	0.4	-4.5	x
COc1c(Cl)cc(Cl)cc1C(=O)n1nc(C)cc1C	-1.9	3.8	3.5	3.0	-19.8	-1.0	1.4	-0.4	10.6	-6.5
CCc1c(C)c(C#N)c2nc3ccccc3n2c1NCCCN(C)C	-29.4	4.0	-106.3	-4.1	-15.4	-87.0	5.3	4.2	0.4	10.5
O=C1NC2CCc3nc4ccccc4c(=O)n3C2=Nc2ccccc21 (stereo not drawn)	-0.8	-0.8	-17.0	-4.1	9.8	0.2	-7.2	-0.6	-3.8	-4.7
CC1CN(CCc2ccccc2)c2nc3c(c(=O)[nH]c(=O)n3C)n2C1 (stereo not drawn)	-6.0	-1.8	4.4	3.2	6.6	-1.1	4.3	-0.9	0.2	-0.9
COCCCNC(=O)CN1C(=O)c2ccccc2C1=O	-3.5	6.1	-4.1	0.1	-17.6	-1.9	2.5	0.2	4.8	-3.3
COc1ccccc1NS(=O)(=O)c1ccc(C(=O)N2CC(C)OC(C)C2)cc1 (stereo not drawn)	1.6	0.6	-4.0	4.0	4.3	0.8	2.2	-0.2	-5.5	13.1
CCOC(=O)[C@]12CCCC=C1N(CCCOC)C(=O)[C@@H]2CC(=O)N1CCCCC1	-9.4	-4.4	-5.6	-2.5	x	-1.3	0.6	-0.3	3.0	x
Cc1cc(=S)c2cccc(C)c2[nH]1	-2.4	-9.1	-13.2	-4.7	3.1	-2.3	-3.8	0.0	3.0	-0.3
O=S(=O)(c1ccc(Cl)cc1)c1ccccn1	-0.5	-2.6	-3.5	-0.9	-3.7	5.3	-2.1	-0.5	7.3	-3.4
COCCC1CCCCN1Cc1cn(-c2ccccc2)nc1-c1ccc2c(c1)OCO2 (stereo not drawn)	-4.8	-1.7	-10.9	-4.5	-6.1	1.3	2.2	0.4	-1.2	4.7

Looked up above.
DDE Tn6 FP inh, COCCC1CCCCN1Cc1cn(-c2ccccc2)nc1-c1ccc2c(c1)OCO2 (stereo not drawn) stands at -1.7
ADAM10 inh, COc1ccccc1NS(=O)(=O)c1ccc(C(=O)N2CC(C)OC(C)C2)cc1 (stereo not drawn) stands at -4.0
